JMJD2A Tudor inh – blocks the human JMJD2A Tudor domain; O75164; AlphaScreen JMJD2A-Tudor / H3K4me3 peptide binding; Potency, µM (titrated, usually from 114 µM), inactives show top-dose activity change, negative = inhibition, most hits filed as inhibitors; hit rate 4.4% among 390,000; AID 504339; also: potency is read from the fitted curve at half-maximal effect; % is scaled to controls: 0 for no effect and ±100 for the full control effect; nearly all actives have a fitted effect of over 50% in size
PI4K2A block – blocks human PI4K2A kinase activity; Q9BTU6; purified PI4K2A, ADP-Glo luminescence, 1 h; stronger effect = lower value; activity change, negative = inhibition, % at 76.9 µM; hit rate 0.13% among 420,000; AID 1346378; in the data active = activity change below about -50%; inconclusive = mostly about -30% to -49%;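 also: -100% = wells without enzyme as full effect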
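PI4K2A activity was measured by ADP-Glo luminescence: enzyme (4 ug/mL stock) and phosphatidylinositol (1.2 mM stock) in Tris pH 7.5/MgCl2/EGTA/Triton X-100 buffer were reacted with ATP (300 microM stock) for one hour at ambient temperature.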
POLH inh – blocks human DNA polymerase eta activity | recombinant Pol eta, fluorescent DNA replication assay | AID 588591 | Potency, µM (highest dose often 114 µM), for the others: at the top dose activity change, negative = inhibition, hits mostly inhibitors | Q9Y253 | hit rate 1.2% among 390,000; also: potency is read from the fitted curve at half-maximal effect; % is scaled to controls: 0 for no effect and ±100 for the full control effect
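Fluorescent replication assay: 50 nM final substrate added after a 15 min room-temperature compound preincubation with 10 nM enzyme. Signal taken at 0 min and again at 10 min.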
GLS inhibitor – inhibitors of human glutaminase (GLS). O94925. GLS enzymatic activity, qHTS titration. Potency, µM (top dose mostly 45.5 µM), inactives show at the top dose activity change, negative = inhibition, usual class: inhibitors. hit rate 0.21% among 410,000. AID 624170; also: potency is read from the fitted curve at half-maximal effect; % is scaled to controls: 0 for no effect and ±100 for the full control effect
Target sequence (O94925 whole entry, looked up): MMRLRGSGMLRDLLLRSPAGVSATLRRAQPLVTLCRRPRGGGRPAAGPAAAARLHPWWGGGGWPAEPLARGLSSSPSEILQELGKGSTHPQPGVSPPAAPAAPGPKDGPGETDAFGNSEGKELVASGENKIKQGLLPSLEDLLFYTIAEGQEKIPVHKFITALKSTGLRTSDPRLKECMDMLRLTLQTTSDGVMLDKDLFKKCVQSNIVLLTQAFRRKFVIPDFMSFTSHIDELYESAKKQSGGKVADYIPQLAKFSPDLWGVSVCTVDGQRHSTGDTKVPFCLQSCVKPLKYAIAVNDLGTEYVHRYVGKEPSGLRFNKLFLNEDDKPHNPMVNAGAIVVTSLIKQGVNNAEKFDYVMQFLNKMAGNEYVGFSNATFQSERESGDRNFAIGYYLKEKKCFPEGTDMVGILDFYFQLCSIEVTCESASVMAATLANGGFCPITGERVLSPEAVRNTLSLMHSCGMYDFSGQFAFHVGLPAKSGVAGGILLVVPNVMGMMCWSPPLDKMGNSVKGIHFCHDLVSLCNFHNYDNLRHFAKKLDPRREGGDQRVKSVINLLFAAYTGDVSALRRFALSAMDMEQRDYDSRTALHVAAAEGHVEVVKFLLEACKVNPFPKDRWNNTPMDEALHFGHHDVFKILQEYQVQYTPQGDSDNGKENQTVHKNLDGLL
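Assay buffer: 45 mM KH2PO4 pH 8.2, 0.02% Tween-20. hKGA acts on L-glutamine (1 mM solution added); product glutamate is reported by an oxidase/peroxidase Amplex Red coupling, with fluorescence taken at baseline and 30 min.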
HP1b binding inh – HP1-beta chromodomain-methylated histone interaction inhibition | P83916 | AlphaScreen HP1-beta / biotin-H3K9me3 peptide binding | Potency, µM (titrated, usually from 114 µM), for inactives: top-dose activity change, negative = inhibition, usual class: inhibitors | hit rate 0.56% among 390,000 | AID 540317; also: potency is read from the fitted curve at half-maximal effect; nearly all actives have a fitted effect of over 70% in size; inactives centre near 23
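AlphaScreen: HP1-beta (50 nM) preformed 30 min with biotin-H3(1-18)K9me3 peptide (50 nM) in PBS pH 7.4, 0.01% Tween-20. Compound added for 30 min at RT, then streptavidin donor/nickel chelate acceptor beads (10 ug/mL) for 30 min.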
BAZ2B inh – BAZ2B (human) inhibition; hit rate 4.4% among 360,000; AlphaScreen BAZ2B-H3K14Ac peptide displacement; Potency, µM (top dose mostly 114 µM), inactives show top-dose activity change, negative = inhibition, usual class: inhibitors; Q9UIF8; AID 504333; also: potency is read from the fitted curve at half-maximal effect; % is scaled to controls: 0 for no effect and ±100 for the full control effect; nearly all actives have a fitted effect of over 60% in size
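BAZ2B (50 nM) with biotin-H3(5-23)K14Ac peptide (50 nM) in PBS pH 7.4, 0.01% Tween-20, preformed 30 min, then compound 30 min at room temperature; top concentration 110uM. AlphaScreen streptavidin donor/nickel chelate acceptor beads (10 ug/mL final), 20 min dark, signal read.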
Pin1 inh – inhibitors of human Pin1; Q13526; Pin1 FP peptide displacement, HiFluor488, 10 min; Potency, µM (doses to about 115 µM), without a hit: top-dose activity, negative = inhibition, hits mostly inhibitors; hit rate 0.009% among 390,000; AID 504891; active = well fitted inhibition curve with a large enough effect in the polarisation, with a control signal flat, not every such curve was filed as active; inconclusive = small, poorly fitted or top-dose-only effect, or effect the other way, or a change in a side signal; inactive = no such curve, though single readings can be large or run the other way; the % refers to the polarisation; also: potency is read from the fitted curve at half-maximal effect; % is scaled to controls: 0 for no effect and ±100 for the full control effect
PGK inhibitor – T. brucei PGK inhibition. PGK/GAPDH coupled, Kinase-Glo luminescence, 60 min. Potency, µM (top dose mostly 57.5 µM), for the others: at the highest dose activity change, negative = inhibition, hits mostly inhibitors. hit rate 0.043% among 380,000. AID 602233; also: potency is read from the fitted curve at half-maximal effect; % is scaled to controls: 0 for no effect and ±100 for the full control effect; nearly all actives have a fitted effect of over 60% in size
Target sequence (P07378 whole entry, looked up): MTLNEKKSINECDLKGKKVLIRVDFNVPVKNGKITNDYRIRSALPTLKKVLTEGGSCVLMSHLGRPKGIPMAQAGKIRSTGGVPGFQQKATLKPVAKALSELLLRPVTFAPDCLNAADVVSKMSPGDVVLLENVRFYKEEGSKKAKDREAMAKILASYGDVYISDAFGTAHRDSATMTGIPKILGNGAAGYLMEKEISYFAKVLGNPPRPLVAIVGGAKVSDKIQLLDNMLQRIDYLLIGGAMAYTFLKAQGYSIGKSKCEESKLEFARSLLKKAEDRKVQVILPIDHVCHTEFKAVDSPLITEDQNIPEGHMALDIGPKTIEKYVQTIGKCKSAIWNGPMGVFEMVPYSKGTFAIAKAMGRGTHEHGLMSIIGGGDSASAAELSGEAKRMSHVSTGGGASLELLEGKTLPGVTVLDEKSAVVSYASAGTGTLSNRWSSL
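Luminescent ATP detection (Kinase-Glo Plus) follows a 60-minute room-temperature incubation, with wells lacking PGK as controls. Buffer: 100 mM TEA (pH 7.6), 5 mM MgCl2, 0.01% Tween-20. Coupling enzyme GAPDH (100 nM final) supplies unstable 1,3-BPG in-well.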
G9a block – inhibitors of human histone lysine methyltransferase G9a; Q96KQ7; hit rate 8.8% among 350,000; G9a H3K9 monomethylation, AlphaScreen, 2 h; AID 504332; Potency, µM (titrated, usually from 102 µM), without a hit: top-dose activity, negative = inhibition, most hits filed as inhibitors; also: potency is read from the fitted curve at half-maximal effect; % is scaled to controls: 0 for no effect and ±100 for the full control effect; nearly all actives have a fitted effect of over 75% in size
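Methyltransferase reactions run at room temperature for 2 h (20 nM enzyme, 500 nM biotin-H3K9 peptide, 20 uM SAM) after a 15 min compound preincubation; product detected by AlphaScreen beads and anti-H3K9me1 antibody.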
The depositor's hits bear a star; i = inactive; ? = inconclusive; . = no result given; [ ] = another dose, or the depositor's remark. Unless noted, calls follow the shape of the dose curve; as a rule, active = well fitted curve in the direction sought with a large enough effect; inconclusive = small, poorly fitted or top-dose-only effect, or another doubt; inactive = no such curve, though single readings can be large; an effect the other way counts as inactive or inconclusive. Some of the compounds tested, so the mix of outcomes need not match the whole.

SMILES	JMJD2A Tudor inh	PI4K2A block	POLH inh	GLS inhibitor	HP1b binding inh	BAZ2B inh	Pin1 inh	PGK inhibitor	G9a block
COc1ccc(CCNC(=O)c2cc(S(=O)(=O)N3CCOCC3)ccc2F)cc1	1%	-1	-18%	1%	23%	2%	1%	-9%	2%[2.33 µM]
CCOC(=O)Cc1csc(NC(=O)c2ccc(Br)cc2)n1	2%	3	-9%	9%	26%	?	3%	-3%	.
CC(C)(C)c1ccc(C(=O)NCc2nnc(SCC(=O)NC3CCCCC3)o2)cc1	-12%	5	-17%	4%	33%	-19%	-4%	5%	10%
O=C(c1ccccc1)N(C(=O)c1ccccc1)c1ccccc1	.	3	-13%	-7%	.	.	.	-4%	.
CC(C)c1ncc(CO)n1Cc1c(Cl)cccc1Cl	.	-5	-7%	-3%	.	.	.	0%	.
COc1ccccc1N(CC(=O)NCCc1ccccc1)S(C)(=O)=O	-14%	-2	-6%	3%	11%	23%	-6%	.	-34%
CCOc1ccc2[nH]c(=O)c(CN(CC3COCCO3)C(=O)c3ccco3)cc2c1 (stereo not drawn)	-10%	-2	6%	1%	17%	?	2%	-5%	1%[12.7 µM]
NC1=C(c2ccccc2)C(=O)NC1=O	-4%	5	6%	22%	45%[activator]	2%	-1%	-2%	29%
COc1ccc(N2C(=O)/C(=C\c3ccco3)N=C2SCC(=O)NC(C)C)cc1Cl	-19%	-4	-10%	3%	-7%	?	7%	-2%	?
COc1ccc(S(=O)(=O)N=N/C=C2\C=CC=CN2O)cc1OC	.	-3	-9%	1%	.	.	.	-7%	.
Cc1cccc(C(=O)N=c2sccn2C)c1[N+](=O)[O-]	-2%	-2	9%	-1%	24%	-14%	-2%	5%	?
C/C(CC(=O)Nc1cccc(F)c1)=N\NC(=O)c1ccncc1	-12%	-4	-16%	2%	34%	-5%[57.1 µM]	-7%	-7%	-10%
Cc1ccccc1Nc1nc(N)nc(COC(=O)CCS(=O)(=O)c2ccccc2)n1	-28%	4	-11%	-10%	11%	-33%	-1%	-1%	27%[59 µM]
CC(C)(C)OC(=O)N1CCC[C@H]1C(=O)OCC(=O)Nc1cc(S(C)(=O)=O)ccc1Cl	-15%	-5	-9%	-1%	27%	6%	-9%	0%	-9%[12.7 µM]
CSc1cccc(Nc2cc(C(=O)NC3CCCCC3)c3ccccc3n2)c1	10%	1	-9%	-2%	56%[activator]	.	2%	-5%	16%[59 µM]
CCSc1nc2c(c(=O)[nH]c(=O)n2C)n1CC(O)COc1ccccc1 (stereo not drawn)	-14%	-4	-9%	0%	48%[activator]	.	0%	-4%	9%
O=C(c1ccco1)C(O)c1ccco1 (stereo not drawn)	-10%	-2	-19%	-8%	22%	-13%	?	-12%	50µM*
O=C(Cn1nc(C(=O)O)c2ccccc2c1=O)Nc1cc(S(=O)(=O)N2CCOCC2)ccc1Cl	-8%	-8	-10%	-2%	18%	.	2%	-9%	.
CCC(C)[C@H](NC(=O)[C@@H]1Cc2ccccc2CN1C(=O)OC(C)(C)C)C(=O)NCC1CCC(C(=O)O)CC1 (stereo partly drawn)	-2%	-4	10%	2%	17%	-12%	4%	-3%	?
COc1cc(C(=O)N[C@@H](C)C(=O)NCc2ccco2)cc(OC)c1OC	-7%	-2	-14%	2%	30%	-7%	-7%	-3%	11%
COc1cc(Cl)c(C)cc1NC(=O)c1cnn(-c2ccc(C)cc2)c1-n1cccc1	-14%	-6	5%	-11%	4%	-17%	2%	-10%	-31%[59 µM]
Cc1ccc(OCc2ccc(C(=O)Nc3ccc(S(N)(=O)=O)cc3)o2)cc1	-3%	-2	-3%	2%	28%	-4%	-6%	5%	2%
Cc1ccc2cc(CN(C(=O)c3cccc(Cl)c3)c3ccccc3)c(=O)[nH]c2c1	-6%	4	-24%	-12%	38%	-2%	7%	-10%	-3%[59 µM]
CN(Cc1ccc(O)cc1)C1CCCCC1	-4%	1	-6%	22%	55%[activator]	20%	-3%	-2%	13%[59 µM]
C[C@@H]1CN([C@@H](C)CO)C(=O)CCCn2nncc2CO[C@H]1CN(C)C(=O)NC1CCCCC1	.	1	-2%	-8%	.	.	.	i	.
COc1ccc(-c2nc(Cn3c(SCc4cccc(F)c4)nc4cccnc43)c(C)o2)cc1	-33%	3	-15%	5%	-3%	?	50%[activator]	3%	?
c1ccc(-c2noc(-c3ccno3)n2)nc1	5%	5	-16%	-6%	34%	1%	-3%	-6%	.
Cc1onc(-c2ccccc2)c1-c1ccnn1S(=O)(=O)c1ccc(Cl)cc1	11%	0	-23%	14%	35%[activator]	5%	2%	-1%	.
COc1ccccc1CN1C[C@@H]2C[C@@H](c3cccc(C)c3)N3CCC[C@@]23C1=O	-24%	1	-14%	5%	-5%	-15%	1%	-4%	?
O=C(Nc1ccc(Cc2ccncc2)cc1)C1CCC(N2C(=O)C3CC=CCC3C2=O)CC1 (stereo not drawn)	-14%	-1	-6%	3%	22%	-5%	0%	-7%	-4%[12.7 µM]
COCCCNC(=O)C1CCC(Cn2c(=O)c3sccc3n(Cc3ccc(F)cc3)c2=O)CC1 (stereo not drawn)	-8%	-2	-6%	-1%	40%[activator]	-12%	-2%	-5%	12%[59 µM]
O=C(NCc1n[nH]c(=S)n1-c1ccccc1)c1ccc(S(=O)(=O)N2CCCCC2)cc1	?	-3	-4%	0%	22%	9%	6%	-2%	8.9µM*
Cc1ccc(S(N)(=O)=O)cc1NC(=O)c1c(-c2c(Cl)cccc2Cl)noc1C	7%	4	-12%	-3%	26%	-2%	2%	-4%	6%[59 µM]
Cc1ccc(N2C(=O)N(Cc3cc(=O)n4ccccc4n3)c3ccccc3S2(=O)=O)cc1Cl	-20%	0	5%	0%	23%	-10%	14%	-5%	3%[59 µM]
O=C(O)c1nn2c(c1Br)NC(c1ccccc1)CC2C(F)(F)F (stereo not drawn)	-7%	-17	-14%	15%	43%[activator]	-3%	2%	4%	?
CCn1cc(/C=N/NC(=O)c2ccc(C#N)cc2F)c2ccccc21	-22%	6	0%	-7%	24%	-2%	-2%	-9%	33%[activator][59 µM]
CC(=O)c1cccc(NC(=O)Cn2cnc(S(=O)(=O)N3CCCC3)c2)c1	-4%	-7	-2%	4%	26%	-11%	3%	2%	7%
O=C(N/N=C/c1ccc(Cl)c([N+](=O)[O-])c1)c1ccc2nc[nH]c2c1	-30%	6	?	12%	16%	-7%	14%	i	15%[59 µM]
CC(O/N=C\c1ccccc1O)C(=O)Nc1ccccc1C(=O)N1CCOCC1 (stereo not drawn)	?	4	-19%	17%	9%	?	-4%	-7%	?
COCC(=O)Nc1ccc2c(c1)OCC(=O)N2Cc1ccc(C)cc1	-7%	-2	-8%	3%	24%	8%	9%	1%	44%
COc1ccc(C=C(c2ccc(OC)cc2)c2ccc(OC)cc2)cc1	81%[activator]	0	-16%	-2%	107%[activator]	16%	0%	-5%	36%[59 µM]
CCC1CCCCN1C(=O)CCS(=O)(=O)c1cc2c(cc1C)NC(=O)CO2 (stereo not drawn)	?	-1	-17%	0%	?	?	0%	-10%	8.9µM*
COC(=O)C1=C(N)Oc2cc(N(C)C)ccc2C1c1ccccc1OC (stereo not drawn)	50µM*	1	-12%	11%	?	40µM*	9%	-9%	32µM*
CCCc1cc(=O)[nH]c(SCC(=O)Nc2cc(S(=O)(=O)N3CCCCC3)ccc2C)n1	6%	6	-7%	2%	42%[activator]	-2%	-3%	-4%	-8%[12.7 µM]
O=C(NC(=S)NNC(=O)c1cccs1)c1ccccc1	-18%	-4	2%	24%	11%	6%	-13%	i	8.9µM*
Cc1ccc(-c2noc(C3CCN(S(=O)(=O)c4ccc5c(c4)OCCO5)CC3)n2)o1	-13%	-9	-18%	8%	5%	-6%	40%[activator]	-1%	16µM*
CCN1CCN(c2ncnc3c2cnn3-c2ccc(C)c(C)c2)CC1	-22%	2	-17%	0%	17%	-3%	-7%	-9%	?
Cn1cnnc1SCC(=O)OCN1C(=O)c2ccccc2C1=O	-9%	-9	-5%	5%	27%	-18%	-8%	i	5%
Cc1cc(=O)n2c3ccccc3n(CC(O)CN3CCCC3)c2c1C#N (stereo not drawn)	-14%	0	5%	5%	45%[activator]	10%	2%	6%	.
CCCc1nnc(SCC(=O)N2C(C)CCCC2C)n1CC1CCCO1 (stereo not drawn)	0%	-3	-9%	12%	18%	1%	3%	-10%	7%[59 µM]
CCC(Cc1ccccc1)NS(=O)(=O)c1ccc2c(c1)NC(=O)CS2 (stereo not drawn)	-13%	-3	-9%	2%	38%	-4%	-2%	-6%	.
Cc1ccc(S(=O)(=O)N(C)c2ccc(OC(=O)CN3C(=O)NC4(CCCC4)C3=O)cc2)cc1C	-6%	1	-10%	19%	7%	5%	1%	-1%	8%[0.501 µM]
CCOc1ccccc1CNC(=O)c1ccc2c(c1)sc1nc(-c3ccccc3)cn12	-9%	-4	12%	-20%	41%[activator]	1%	2%	-8%	0%[59 µM]

Complete entries, quoted from the list. Screens in order: JMJD2A Tudor inh	PI4K2A block	POLH inh	GLS inhibitor	HP1b binding inh	BAZ2B inh	Pin1 inh	PGK inhibitor	G9a block
`CCOc1ccccc1CNC(=O)c1ccc2c(c1)sc1nc(-c3ccccc3)cn12` across the screens: -9%	-4	12%	-20%	41%[activator]	1%	2%	-8%	0%[59 µM]
`CCC(Cc1ccccc1)NS(=O)(=O)c1ccc2c(c1)NC(=O)CS2` (stereo not drawn) across the screens: -13%	-3	-9%	2%	38%	-4%	-2%	-6%	.
`COC(=O)C1=C(N)Oc2cc(N(C)C)ccc2C1c1ccccc1OC` (stereo not drawn) across the screens: 50µM*	1	-12%	11%	?	40µM*	9%	-9%	32µM*
